Source: PubChem
S-ASM inh = Inhibitors of Secretory Acid Sphingomyelinase (S-ASM): qHTS; Sphingomyelin phosphodiesterase (Homo sapiens), P17405; placental ASM, HMU-PC fluorogenic substrate, 60 min; Potency, µM (top dose mostly 57.5 µM), without a hit: top-dose activity change, negative = inhibition, usual class: inhibitors; 340,000 tested, 0.006% active; AID 504937, 2011; further: potency means the concentration at half of the fitted maximal effect
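qHTS format. ASM enzyme prepared from human placenta hydrolyses the fluorogenic substrate HMU-PC0 (9 uM final) over 60 min at 37 °C after a 10 min compound preincubation.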
Tb PFK block = qHTS Assay to Find Inhibitors of T. brucei phosphofructokinase | Potency, µM (highest dose often 57.5 µM), for the others: at the top dose activity, negative = inhibition, hits mostly inhibitors | T. brucei PFK, ADP-Glo luminescence | 330,000 tested, 0.17% active;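 further: potency means the concentration at half of the fitted maximal effect; 0% = uninhibited 1x PFK enzyme wells and -100% = no-enzyme wells; nearly all actives have a fitted effect of over 60% in size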
Target sequence (O15648 whole entry, looked up): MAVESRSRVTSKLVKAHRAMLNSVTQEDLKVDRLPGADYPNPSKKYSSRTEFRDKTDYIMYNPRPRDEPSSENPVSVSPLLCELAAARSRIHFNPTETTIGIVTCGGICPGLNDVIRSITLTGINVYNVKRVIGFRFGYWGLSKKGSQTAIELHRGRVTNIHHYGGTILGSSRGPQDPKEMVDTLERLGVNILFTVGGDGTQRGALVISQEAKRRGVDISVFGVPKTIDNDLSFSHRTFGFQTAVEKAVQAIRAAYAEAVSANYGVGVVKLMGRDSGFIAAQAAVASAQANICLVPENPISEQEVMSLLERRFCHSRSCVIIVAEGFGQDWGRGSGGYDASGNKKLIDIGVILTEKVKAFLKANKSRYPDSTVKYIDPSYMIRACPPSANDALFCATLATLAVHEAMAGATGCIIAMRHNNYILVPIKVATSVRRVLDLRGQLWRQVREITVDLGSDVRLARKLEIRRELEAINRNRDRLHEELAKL
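In TEA buffer at pH 8.0 with 5 mM MgCl2, enzyme (1.25 nM) converted F6P (0.5 mM) and ATP (0.1 mM) for 45 min at room temperature. ADP product was read by luciferase luminescence.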
Eya2 phos inh = qHTS Assay for Inhibitors of the Phosphatase Activity of Eya2; AID 488837, 2010; 330,000 tested, 0.006% active; Potency, µM (top dose mostly 76.9 µM), for inactives: top-dose activity, negative = inhibition, actives largely listed as inhibitors; Protein phosphatase EYA2 (Homo sapiens), O00167; recombinant Eya2, OMFP fluorescence dephosphorylation (OMFP is methylfluorescein phosphate); further: potency means the concentration at half of the fitted maximal effect; on the % scale 0 is the no-effect control and ±100 the full control effect
Target sequence (O00167 whole entry, looked up): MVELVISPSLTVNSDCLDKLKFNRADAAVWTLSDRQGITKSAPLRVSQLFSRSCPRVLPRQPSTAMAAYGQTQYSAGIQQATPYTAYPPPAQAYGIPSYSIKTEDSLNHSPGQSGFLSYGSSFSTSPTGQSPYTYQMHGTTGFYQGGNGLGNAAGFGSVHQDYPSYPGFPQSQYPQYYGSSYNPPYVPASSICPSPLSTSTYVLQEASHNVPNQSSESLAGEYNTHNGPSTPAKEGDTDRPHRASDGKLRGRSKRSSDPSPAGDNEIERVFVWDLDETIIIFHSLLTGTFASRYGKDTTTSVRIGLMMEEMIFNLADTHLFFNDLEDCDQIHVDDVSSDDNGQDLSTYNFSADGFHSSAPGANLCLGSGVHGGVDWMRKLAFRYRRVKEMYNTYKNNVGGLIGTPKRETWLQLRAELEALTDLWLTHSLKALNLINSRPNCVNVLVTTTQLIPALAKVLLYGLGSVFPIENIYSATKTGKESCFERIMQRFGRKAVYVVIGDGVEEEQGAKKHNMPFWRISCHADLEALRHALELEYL
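Eya2 (0.2 uM) preincubated 10 min at ambient with compound, then OMFP substrate added at 50 uM; 10 min reaction in 50 mM HEPES pH 7.5, 50 mM NaCl, 5 uM MgCl2, 0.05% BSA, 1 mM DTT. Fluorescence read at Ex 485/Em 525 nm.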
Mito fusion yeast = qHTS Assay for Small Molecule Inhibitors of Mitochondrial Division or Activators of Mitochondrial Fusion. S. cerevisiae fusion-defective mutant growth rescue, CellTiterGlo 48 h. Potency, µM (titrated, usually from 46.1 µM), for inactives: at the top dose growth rescue (activation), most hits filed as activators. 320,000 tested, 0.23% active. AID 485298, 2010;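 further: potency means the concentration at half of the fitted maximal effect; % of control where 0% means no effect; nearly all actives have a fitted effect of over 45% in size; temperature-sensitive fusion mutants such as fzo1-1 at 37 °C on non-fermentable ethanol glycerol medium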
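Read-out: ATP-based luminescence (CellTiterGlo, 10 min ambient) reporting growth of fusion-defective ts yeast after 48 hours at 37C on glycerol/ethanol YPEG medium in the presence of compound.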
TCR act = Activators of T cell receptors: qHTS campaign; primary human leukocytes, anti-CD3, IL-2 HTRF, 48 h; Potency, µM (titrated, usually from 9.22 µM), without a hit: at the top dose activation of IL-2 secretion, actives largely listed as activators; AID 504894, 2011; 330,000 tested, under 10 active; further: % of control where 0% means no effect
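Primary human leukocytes incubated 48 hr with anti-CD3 beads plus compound, without co-stimulation. Secreted IL-2 measured by HTRF (europium cryptate/d2 anti-IL-2 pair, 320 nm excitation, 665 nm emission).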
ELG1 repair inh = qHTS screen for small molecules that inhibit ELG1-dependent DNA repair in human embryonic kidney (HEK293T) cells expressing luciferase-tagged ELG1; 330,000 tested, 2.3% active; Potency, µM (series often up to 46.1 µM), without a hit: at the highest dose activity change, negative = inhibition, most hits filed as inhibitors; HEK293T ELG1-luciferase reporter, luminescence, 16 h; DNA damage induced by 5-fluorouridine; further: potency means the concentration at half of the fitted maximal effect; on the % scale 0 is the no-effect control and ±100 the full control effect; nearly all actives have a fitted effect of over 55% in size
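Quantitative HTS, concentration-response format. 2,000 cells/well co-treated with 5-fluorouridine and compound, 16 hr in 5% CO2 at 37 °C; ONE-Glo luminescence read after 30 min.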
Integrin act MD = qHTS for Activators of Integrin-Mediated Alleviation for Muscular Dystrophy | alpha7betagal myoblasts, beta-gal FDG fluorescence, 48 h | AID 624291, 2012 | Potency, µM (top dose mostly 38.3 µM), inactives show top-dose activation, hits mostly activators | 350,000 tested, 0.064% active;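 further: potency means the concentration at half of the fitted maximal effect; 100% = response of the positive control SU9516; nearly all actives have a fitted effect of over 60% in size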
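Alpha7betagal+/- myoblasts (passage 13) were plated 16-24 hr, then exposed to compounds (1:260 dilution of DMSO stock) for 48 hours at 37C. After MPER lysis, β-galactosidase reporter activity was read as FDG fluorescence (ex 480/em 540) after 30 minutes.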
A-T KAP1 phos = qHTS Assay for Identifying a Potential Treatment of Ataxia-Telangiectasia; […] A-T fibroblasts, KAP-1 phosphorylation AlphaLISA; neocarzinostatin DNA damage 30 min before lysis; Potency, µM (series often up to 57.5 µM), for the others: top-dose activation, hits mostly activators; 320,000 tested, 0.19% active; further: potency means the concentration at half of the fitted maximal effect; % of control where 0% means no effect; nearly all actives have a fitted effect of over 45% in size
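hTERT-immortalized A-T patient fibroblasts ([…]), 500 cells/well in OPTI-MEM, 1% FBS, got compounds for 60 min, then NCS for 30 min at 37C. Lysates were then assayed for phospho-KAP-1 by AlphaLISA (anti-pKAP1 donor, anti-KAP1 acceptor beads), 6 hr at 25C.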
BCR signal inh = qHTS Assay to Find Inhibitors of Chronic Active B-Cell Receptor Signaling; ABC-DLBCL IkBa-CBG/CBR reporter, luminescence ratio, 4 h; Potency, µM (series often up to 46.1 µM), inactives show at the highest dose ratio change, negative = lower green/red ratio, hits mostly inhibitors; 340,000 tested, 0.05% active; AID 493014, 2011; active means well fitted inhibition curve with a large enough effect in the signal ratio, with a control signal flat, not every such curve was filed as active; inconclusive means small, poorly fitted or top-dose-only effect, or effect the other way, or a change in a side signal; the % refers to the signal ratio;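 further: potency means the concentration at half of the fitted maximal effect; plate controls were basal doxycycline-induced cells for no effect and cells given 10 µM MG132 for full effect; MG132 reads +100%, hits lower the ratio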
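TMD8 human ABC-DLBCL cells with doxycycline-inducible IκBα–green luciferase fusion and unfused red luciferase, in 0.5% FBS medium; compounds up to 46 uM, 4 h at 37C. Green/red luminescence ratio, filter-overlap corrected, fitted to concentration-response curves.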
PTAP TSG101 blk = qHTS Assay for Iinhibitors of HIV-1 Budding by Blocking the Interaction of PTAP/TSG101; Tumor susceptibility gene 101 protein (Homo sapiens), Q99816; Fluorescence polarization, FITC-PTAP peptide / Tsg101 binding; Potency, µM (series often up to 115 µM), for the others: at the highest dose activity change, negative = inhibition, most hits filed as inhibitors; 340,000 tested, under 10 active; AID 493005, 2010; active means well fitted inhibition curve with a large enough effect in the main read-out, with a control signal flat, not every such curve was filed as active; inconclusive means small, poorly fitted or top-dose-only effect, or effect the other way, or a change in a side signal; inactive means no such curve, though single readings can be large or run the other way; further: potency means the concentration at half of the fitted maximal effect; % of control where 0% means no effect
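Steps: Tsg101 binding domain dispensed (10 uM final), compounds pinned in DMSO, FITC-labeled PTAP-motif peptide added (50 nM final); after 20 min binding at room temperature, polarization measured.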
TSHR antagonist = Antagonists of the Thyroid Stimulating Hormone Receptor: HTS campaign | Thyrotropin receptor (Homo sapiens), P16473 | TSHR-expressing cells, TSH-stimulated cAMP HTRF, 2 h; active compounds read low | activity change, negative = inhibition, % at 11.5 µM | 330,000 tested, 0.2% active;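 active means activity change below a set negative limit, meaning inhibition stronger than a set level, cut at about -70% in these data; inconclusive means activity change between two set negative limits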; further: on the % scale 0 is the no-effect control and ±100 the full control effect
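Antagonism was scored as loss of TSH-driven cAMP in TSHR cells, stimulated with 4nM TSH (EC80) for 2 hours at 37 deg C and detected by homogeneous HTRF competition immunoassay.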
An asterisk follows results filed as active; ? = inconclusive; / = no result given; [ ] = remark or other dose. Unless noted, the call rests on the fitted dose curve; in most records, active means well fitted curve in the direction sought with a large enough effect; inconclusive means small, poorly fitted or top-dose-only effect, or another doubt; inactive means no such curve, though single readings can be large; an effect the other way counts as inactive or inconclusive.

item | molecule | S-ASM inh | Tb PFK block | Eya2 phos inh | Mito fusion yeast | TCR act | ELG1 repair inh | Integrin act MD | A-T KAP1 phos | BCR signal inh | PTAP TSG101 blk | TSHR antagonist
1 | CC(OC(=O)c1cccc([N+](=O)[O-])c1)C(=O)NCc1ccc2c(c1)OCO2 (centres undefined) | -1% | -3% | -7% | 4% | 0% | ? | -20% | 3% | -1% | 4% | -7
2 | O=C(Nc1cc(C(F)(F)F)ccc1N1CCCCC1)c1cccc([N+](=O)[O-])c1 | -6% | 0% | -4% | 3% | 4% | -8% | -19% | 2% | -1% | 0% | -8
3 | CC(Cc1cccs1)NC(=O)NC1CCCCC1 (centres undefined) | 3% | -7% | 9% | -2% | / | ? | 35% | -8% | -4% | -13% | 1
4 | O=C(Nc1nccs1)c1cc(S(=O)(=O)N2CCOCC2)ccc1Cl | 1% | 0% | 1% | 0% | -6% | -18% | -7% | -4% | ? | -1% | 2
5 | O=C(COc1ccc(S(=O)(=O)N2CCOCC2)cc1Cl)NCC1CCCO1 (centres undefined) | 0% | 1% | -2% | 0% | 3% | -2% | 0% | 4% | -1% | 0% | 2
6 | CN(C)CCCNC1=CC(=O)CC(c2ccccc2)C1 (centres undefined) | 6% | -4% | -8% | -6% | -6% | 9% | ? | 2% | -8% | 0% | 8
7 | CCN(CC(=O)Nc1c(F)cccc1F)C(=O)C1CCN(S(=O)(=O)c2ccc(C)c(C)c2)CC1 | 1% | 0% | 2% | -1% | 5% | -10% | 30% | 8% | -2% | -3% | -4
8 | O=S(=O)(Nc1ccc(-n2cnnn2)cc1)c1ccc(Cl)cc1 | -1% | -1% | ? | -5% | -7% | ? | 17% | -3% | 3% | -1% | 25
9 | CCOc1ccc(-n2c(SCC(=O)c3c(N)n(C)c(=O)n(C)c3=O)nnc2-c2cccnc2)cc1 | / | -1% | 0% | -1% | 5%[46.1 µM] | 14% | 22% | 3% | -1% | -4% | 6
10 | Cc1cc(C(=O)O)ccc1NCc1ccncc1 | 3% | -6% | 1% | -3% | / | 13% | 22% | -18% | ? | -1% | -6
11 | Cn1cc(C(=O)N/N=C/c2cccc(O)c2)ccc1=O | 1% | 4% | 5% | 9% | 4% | -2% | 29% | 1% | -3% | -14% | -7
12 | CC(=O)Nc1ccc(CN2CCCC(CCC(=O)NCc3ccccc3F)C2)cc1 (centres undefined) | 6% | -2% | 5% | 2% | -1% | 15% | ? | 1% | -5% | -4% | -3
13 | COc1ccccc1NS(=O)(=O)c1cc(NC(=O)c2cccnc2)ccc1N1CCCCC1 | -11% | -8% | 4% | / | -4%[46.1 µM] | 18µM* | 4% | -3% | -11% | -1% | -15
14 | COc1cccc(N/C(SC)=C(/C#N)C(N)=O)c1 | -3% | 3% | -5% | 3% | 9% | ? | -21% | -1% | ? | -8% | 11
15 | Cc1cc(C)c(C#N)c(SCc2c(F)cccc2[N+](=O)[O-])n1 | 0% | -7% | -7% | 18% | -4%[46.1 µM] | -6% | 3% | 0% | ? | 0% | -17
16 | CCOC(=O)CN1C(=O)S/C(=C/c2ccc3c(c2)n(C)c(=O)n3C)C1=O | 15% | -4% | 2% | 0% | 1%[46.1 µM] | ? | -17% | -1% | 0% | 0% | -3
17 | COC(=O)c1ccccc1NC(=O)Cc1nc(-c2ccccc2)sc1-c1ccc(C)cc1 | -4% | 0% | 4% | -6% | -1%[46.1 µM] | 10% | -16% | -6% | ? | 4% | 15
18 | Cc1ccc(/C(O)=C2/C(=O)C(=O)N(CCCn3ccnc3)C2c2ccccn2)cc1 (centres undefined) | / | 0% | 1% | -4% | / | -1% | / | 6% | -7% | / | -5
19 | COc1ccc(-c2ccnc(-c3ccncc3)n2)cc1 | 0% | 4% | -3% | -10% | 1% | 8% | 16% | 2% | 1% | 1% | -8
20 | COc1ccc(N(C(=O)Cn2nnc(-c3ccc(Cl)cc3)n2)C(C(=O)NCC2CCCO2)c2ccc(C)cc2)cc1 (centres undefined) | 4% | -12% | -22% | -8% | -4% | 7% | 16% | -3% | -9% | 1% | -3
21 | CN(C)C(=O)CCc1ccc2c3c([nH]c2c1)[C@]1(C)[C@@H](C(=O)N2CCCCC2)C[C@H](CC(=O)NCCc2ccccn2)C(=O)N1CC3 | 6% | -3% | 6% | / | -2%[46.1 µM] | 17% | -4% | 0% | 5% | -4% | -10
22 | CC1S/C(=C(\C#N)C(=O)NCc2ccco2)N(Cc2ccco2)C1=O (centres undefined) | 1% | 0% | -15%[15.4 µM] | 4% | -5% | -4% | -22% | -1% | ? | -4% | -17
23 | Cc1ccc(C(=O)OCC(=O)Nc2ccccc2Sc2ccccc2)cc1C | -11% | 2% | -5% | 19% | -12%[46.1 µM] | -7% | 13% | 12% | -2% | -2% | -2
24 | CN(Cc1ccccc1)S(=O)(=O)c1cccc(C(=O)O)c1 | -3% | -5% | 10% | -1% | -3% | ? | -8% | -3% | 7% | -1% | -7
25 | Cc1ccc(NC(=O)c2csc3c2CCCC3)cc1 | 3% | 1% | -12% | 7% | -26% | ? | 16% | 6% | -2% | -1% | -9
26 | O=C(N/N=C\C=C\c1ccc2c(c1)OCO2)c1ccc(F)cc1 | 18% | -4% | -13% | 1% | -8% | 0% | -2% | -5% | ? | -1% | -4
27 | COc1ccc(S(=O)(=O)N2CCC(C(=O)NCCC(=O)Nc3cccc(OC)c3)CC2)cc1 | 5% | -3% | 7% | -2% | -3% | -3% | -8% | 2% | 3% | 5% | 12
28 | CCOC(=O)N1CCN(S(=O)(=O)c2cc(OCC(=O)NC3CCCCC3)c(C)cc2Cl)CC1 | 1% | 0% | -12% | -3% | -4% | 18µM* | 28% | / | -1% | -3% | -7
29 | CCc1sc(C(=O)Nc2cccnc2)cc1Br | -7% | 4% | -20% | 8% | -90% | ? | ? | 0% | ? | 0% | -3
30 | O=C(NCCO)c1cccc(Cl)c1 | 4% | 3% | 7% | -2% | / | ? | 3% | 5% | ? | -6% | 4
31 | COc1cc(C(=O)NNC(=O)c2cccn2C)cc(OC)c1OC | 4% | -6% | 10% | 0% | 0% | 4% | -15% | 1% | -11% | -1% | -8
32 | Cc1cccn2c(=O)c(C(=O)NC3CC(C)CC(C)(C)C3)c(O)nc12 (centres undefined) | -20% | 2% | -10% | 8% | -6% | ? | -16% | 0% | ? | 0% | 10
33 | Cc1ccccc1S(=O)(=O)NNC(=O)C(=O)NNc1ccccn1 | 0% | -1% | 15% | -4% | -2% | -2% | -33% | -2% | ? | -6% | 11
34 | Cc1nn(C)c(C)c1NS(=O)(=O)c1cccc(Br)c1 | 7% | 13% | 4% | -4% | 7% | -6% | 27% | -4% | 6% | 0% | 0
35 | Cc1ccc(NC(=O)c2sc3ncn(CC(=O)N4CCN(c5ccccn5)CC4)c(=O)c3c2C)cc1Cl | -22% | 2% | -10% | -3% | -2% | -3% | -20% | 15% | 5% | -3% | -10
36 | COc1ccc(NC(=O)c2cc(S(=O)(=O)N3CCOCC3)cn2C)c(OC)c1 | 2% | -3% | 0% | -3% | -4% | 6% | -9% | -6% | -12% | -2% | 4
